Source: PubChem BioAssay
NPY-Y1 antag: NPY-Y1 (human) receptor antagonism; HEK293-CNG Y1 cells, membrane potential fluorescence; NPY at EC95, then isoproterenol; inhibition, % at 3.6 µM; 200,000 tested, 1% active;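 active = inhibition above the campaign mean inhibition of all tested compounds plus 3 SD, cut at about 20% in these data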;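 note: 0% = DMSO wells given NPY plus isoproterenol and 100% = isoproterenol alone without NPY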
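Material: HEK293 Y1/CNG channel cell line | Also added: NPY (25 nM), isoproterenol (1 µM), Ro 20-1724 (25 µM) | Compound: One concentration, 3.6 µM, in 0.4% DMSO | Schedule: 3 h dye uptake, 1 h room-temperature compound, 45 min post-isoproterenol | Signal: Membrane-potential fluorescent dye readout | Read-out: % inhibition of NPY effect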
CHOP inhibitor: blocks CHOP induction under ER stress. inhibition, % at 10 µM. CHO-K1 CHOP-promoter luciferase, tunicamycin-induced, 15-18 h. 220,000 tested, 3.8% active;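 active = compounds that reduced the stress-induced luciferase reporter signal by more than about 70% of percent inhibition, limit read from the data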;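 note: 0% = tunicamycin plus vehicle and 100% = wells without tunicamycin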
NCF1 inh: inhibitors of human p47phox binding. p47phox/p22phox peptide binding, fluorescence polarization, 2 h. P14598. 220,000 tested, 0.53% active. inhibition, % at 24.7 µM. AID 1274;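 active = inhibition above about 30%, limit read from the data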;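 note: 0% = p47phox with labelled peptide and 100% = labelled peptide alone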
Target sequence (P14598 whole entry, looked up): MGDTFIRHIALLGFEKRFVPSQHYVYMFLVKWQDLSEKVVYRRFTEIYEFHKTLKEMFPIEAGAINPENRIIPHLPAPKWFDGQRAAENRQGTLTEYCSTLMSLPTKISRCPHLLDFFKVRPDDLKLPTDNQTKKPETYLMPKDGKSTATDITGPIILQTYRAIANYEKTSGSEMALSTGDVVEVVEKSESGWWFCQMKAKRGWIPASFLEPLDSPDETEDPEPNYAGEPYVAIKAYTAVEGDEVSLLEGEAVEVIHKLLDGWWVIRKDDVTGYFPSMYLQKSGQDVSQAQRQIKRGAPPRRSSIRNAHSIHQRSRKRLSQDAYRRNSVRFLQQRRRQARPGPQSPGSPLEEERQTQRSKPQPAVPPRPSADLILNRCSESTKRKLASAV
NPY2 pot ag: human NPY-Y2 potentiation or agonism, primary screen; P49146; cells expressing NPY-Y2, potentiator/agonist read-out; activation, % at 3.6 µM; 220,000 tested, 0.45% active; in the data active = activation above about 27%;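 note: cells stimulated with NPY near EC25 plus isoproterenol at EC100; 0% = vehicle plus submaximal agonist and 100% = vehicle plus saturating agonist; some results beyond the cut were filed as inactive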
Ba/F3 V617F tox: reduce viability of Ba/F3 cells dependent on JAK2V617F | Ba/F3 EpoR-JAK2V617F viability, ATP luminescence | inhibition, % at 5.6 µM | 220,000 tested, 1.1% active | AID 1446;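 active = inhibition above the campaign mean plus 3 SD over all tested compounds, cut at about 24% in these data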;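 note: cytokine-independent growth of Ba/F3 cells driven by EpoR plus mutant JAK2; 0% = DMSO-treated cells and 100% = JAK inhibitor I control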
BaF3 parental: parental Ba/F3 viability inhibition as JAK2V617F counter-screen; CellTiter-Glo ATP luminescence; inhibition, % at 5.6 µM; 220,000 tested, 1.1% active; AID 1486;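 active = inhibition above a per-campaign cutoff, the mean inhibition of all tested compounds plus 3 SD, cut at about 27% in these data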;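 note: 0% = DMSO wells and 100% = JAK Inhibitor I control wells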
NPY1 pot ag: human NPY-Y1 potentiation or agonism, primary screen; P25929; NPY-Y1 expressing cells, potentiator/agonist activation; activation, % at 3.6 µM; 220,000 tested, 0.37% active; AID 1304; in the data active = activation above about 33%, passing the limit was not always enough;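 note: cells stimulated with NPY at EC10 then isoproterenol at EC100; 0% = low agonist plus stimulus and 100% = saturating agonist plus stimulus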
S1P4 agonist: agonists of human S1P4 receptor | O95977 | S1P4-expressing cell line, agonist reporter assay | activation, % at 4.98 µM | 220,000 tested, 0.35% active; in the data active = activation above about 11%;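 note: 0% = DMSO vehicle and 100% = reference agonist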
Target sequence (O95977 whole entry, looked up): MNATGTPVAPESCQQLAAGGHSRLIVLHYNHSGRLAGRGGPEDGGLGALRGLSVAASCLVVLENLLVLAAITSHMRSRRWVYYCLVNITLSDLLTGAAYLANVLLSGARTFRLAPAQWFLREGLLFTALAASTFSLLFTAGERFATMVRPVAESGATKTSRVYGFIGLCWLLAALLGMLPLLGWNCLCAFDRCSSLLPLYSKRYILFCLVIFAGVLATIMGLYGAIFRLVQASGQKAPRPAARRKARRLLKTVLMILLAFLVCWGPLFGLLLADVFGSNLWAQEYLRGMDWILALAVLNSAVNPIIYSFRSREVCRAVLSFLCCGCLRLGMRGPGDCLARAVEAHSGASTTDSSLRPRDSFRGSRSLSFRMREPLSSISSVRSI
S1P4 antag: antagonists of human S1P4 receptor. O95977. S1P4-expressing cells, antagonist mode, reporter read-out. inhibition, % at 4.98 µM. 220,000 tested, 0.26% active; in the data active = inhibition above about 29%;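 note: 0% = wells stimulated with agonist and 100% = vehicle wells without agonist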
* marks the source's active call; other numbers are inactive results; nt = not tested or not shown. This is a subset. The share of hits here may be higher or lower than overall.

The line under a structure holds: NPY-Y1 antag | CHOP inhibitor | NCF1 inh | NPY2 pot ag | Ba/F3 V617F tox | BaF3 parental | NPY1 pot ag | S1P4 agonist | S1P4 antag
> CC(C)CC12CN3CCN(CC(C3)/C1=N/O)C2
 : 0.7 | 27.2 | -10.8 | 18.0 | 0.3 | 2.1 | 1.9 | -0.6 | -7.5
> CCOC(=O)c1nc2ccccc2c(=O)n1-c1cccc(C)c1
 : 0.7 | 18.0 | -0.4 | -4.7 | -5.1 | -0.3 | 4.3 | 0.4 | -10.3
> CCN1CC2C3CCC(C)(O3)C2C1 (configuration not stated)
 : nt | 4.5 | 2.1 | 3.9 | -1.9 | 3.1 | 11.9 | 0.0 | -0.8
> CN(C)C(=O)Oc1ccc(OCc2nc3ccccc3[nH]2)cc1
 : -4.0 | 31.8 | -15.4 | 11.8 | 24.1* | 22.8 | 10.2 | -0.3 | -6.8
> O=C1NC(=O)C(CCc2ccncc2)(Cc2ccc([N+](=O)[O-])cc2)C(=O)N1
 : -1.6 | -9.3 | -9.8 | -2.8 | -0.8 | 3.5 | 12.9 | 1.2 | -9.5
> O=C(Cc1ccccc1)N1CCN(Cc2cccnc2)CC1
 : 2.0 | -16.4 | 1.5 | -10.6 | -1.6 | 2.0 | 29.5 | 0.7 | -12.6
> COc1ccc(N2CC2c2ccncc2)cc1 (configuration not stated)
 : 4.0 | -9.3 | -35.1 | 5.9 | 0.4 | 3.0 | -7.4 | -0.1 | -1.5
> CCc1c(C)nc(N)nc1N1N=C1SCC(N)=O
 : -3.0 | 25.8 | -21.7 | 4.4 | -4.2 | 2.7 | 8.9 | -0.4 | -81.9
> O=c1[nH]c(=O)n(CCc2ccccc2)c(O)c1C=NCCCn1ccnc1
 : -5.5 | -5.3 | -4.3 | 9.4 | -2.4 | -0.7 | 0.5 | 0.8 | 3.5
> C/C(=N\N1CCN(C)CC1)c1c(O)n(Cc2ccccc2)c(=O)[nH]c1=O
 : -3.1 | 4.8 | 3.7 | 5.8 | 3.2 | 6.1 | -5.0 | 1.7 | -0.1
> CCc1c(C)nc(N)nc1N1N=C1SCCOc1ccccc1
 : 5.9 | -2.3 | -2.8 | -25.5 | -2.5 | 3.6 | -2.3 | -0.4 | -1.9
> CC12CN3CCN(C1)CC(C)(C3)C2=NN
 : nt | 5.8 | -6.8 | -6.8 | -2.3 | 1.5 | 2.8 | 0.4 | -7.1
> Cc1cc(C)n2nc(SC(C)C(=O)N3CCC4(CC3)OCCO4)nc2n1 (configuration not stated)
 : -2.5 | 18.1 | -8.4 | 98.8* | -2.7 | 0.9 | 73.4* | 1.9 | 1.1
> CN1CCN(Cc2nnc3n2-c2ccc(Cl)cc2C(c2ccccc2)=NC3)CC1
 : -0.9 | 21.2 | 2.6 | -3.5 | 1.0 | 8.9 | -23.9 | -1.7 | -5.8
> CN1CCN(c2ccc(F)cc2N)CC1
 : 0.2 | -4.4 | -8.4 | -6.3 | -4.2 | 0.5 | 10.5 | -0.1 | -5.3
> O=P(c1ccccc1)(c1nc2ccccc2s1)N1CCOCC1 (configuration not stated)
 : 3.2 | 39.5 | -0.5 | -0.3 | 3.3 | 4.7 | -7.6 | -0.9 | 12.3
> O=c1[nH]c(=O)n(-c2ccccc2)c(O)c1/C=C1/C(c2ccccc2)=Nc2ccccc21
 : 7.7 | -22.3 | -55.8 | -5.7 | 79.7* | 67.9* | 6.8 | 1.7 | -13.3
> CCOP(=S)(OCC)c1ccc(N(C)C)cc1
 : 14.9 | 33.8 | -9.8 | -14.8 | 2.8 | 2.6 | -6.5 | -3.0 | 0.8
> Cc1c(C(c2ccc(Cl)cc2Cl)c2c(O)c3ccccc3oc2=O)c(=O)n(-c2ccccc2)n1C (configuration not stated)
 : 6.9 | 13.7 | 7.2 | 1.9 | 16.6 | 1.9 | -16.4 | 1.2 | 6.2
> CCN1CCN(c2ccc(NC(=O)C(C)C)cc2Cl)CC1
 : 4.0 | -9.3 | -9.5 | -14.9 | 4.8 | 7.5 | 3.5 | -0.4 | -18.9
> CCCCC(=O)N/N=C/c1c(O)n(-c2ccccc2)c(=O)[nH]c1=O
 : nt | -1.3 | -11.9 | -14.3 | 0.2 | -1.0 | 8.7 | 1.7 | -3.9
> Cn1cccc1/C=C1/C(=O)NC(=O)N(C(C)(C)C)C1=O
 : nt | -5.4 | -6.7 | 12.1 | -6.6 | -2.7 | 23.8 | -0.7 | -1.6
> CN1CCN(c2ccc(Cl)cc2N)CC1
 : -1.0 | -29.0 | -6.1 | -2.4 | 0.8 | 3.9 | -6.8 | 0.8 | 2.5
> CCOc1ccc(-c2cc(C)[n+](CCO)c(-c3ccc(OCC)cc3)c2)cc1
 : 4.8 | 15.4 | -1.5 | -3.3 | 56.6* | 71.5* | -6.0 | -0.1 | -8.2
> COc1ccc(C(C)=O)cc1CC(C(=O)c1ccc(F)cc1)N(C)C (configuration not stated)
 : 5.1 | 9.2 | -6.9 | -1.5 | 0.9 | 40.0* | 2.8 | 3.2 | -14.4
> Cc1cccc(C(=O)Nc2ccc(Cl)cc2C(=O)c2ccccc2)c1
 : 9.3 | -12.3 | -13.5 | -7.1 | -0.2 | 0.5 | -35.0 | 0.7 | -21.4
> CCOC(=O)C1CCN(/C=C2/C(=O)NC(=O)N(c3cccc(C)c3C)C2=O)CC1
 : -4.6 | -12.0 | 3.9 | -6.4 | -1.1 | 7.6 | 11.6 | 0.6 | -8.6
> COc1ccccc1CCNC1CCCC(C)C1 (configuration not stated)
 : 5.0 | -25.7 | -1.0 | 18.1 | -0.8 | 6.5 | 16.2 | -0.8 | -18.4
> CC(C)CCCn1c(O)c(/C=C2/C=CC=N2)c(=O)[nH]c1=O
 : 5.5 | 85.1* | -17.2 | -7.8 | -0.8 | 3.9 | -17.5 | -1.0 | -4.4
> COc1ccccc1C(=O)C1CCCN(Cc2cnc(C)s2)C1 (configuration not stated)
 : 0.7 | 15.8 | 9.2 | -2.3 | -2.4 | 4.7 | -1.4 | 0.4 | -16.4
> CCOC(=O)c1cc(CC)sc1/N=C/c1c(O)[nH]c(=S)[nH]c1=O
 : 0.8 | -24.2 | -250.4 | 6.2 | -2.0 | 2.6 | -1.4 | 0.1 | -16.2
> Clc1ccccc1CNC1CN2CCC1CC2 (configuration not stated)
 : -0.7 | -2.3 | -45.3 | -1.2 | -2.1 | 7.0 | 1.4 | 3.5 | -11.0
> CN1CCN(c2ccc([N+](=O)[O-])c3no[n+]([O-])c23)CC1
 : nt | 106.8* | -91.8 | -13.4 | 99.2* | 107.2* | -0.3 | 4.1 | 48.6*
> COc1cccc(C2(C#N)CCN(C)CC2)c1
 : 3.4 | -3.6 | -6.8 | 3.5 | 2.2 | 3.2 | -6.0 | -0.8 | -1.8
> O=[N+]([O-])c1ccc(NCCCN2CCOCC2)c2ncccc12
 : 3.5 | 29.8 | -6.5 | 16.4 | -4.1 | 2.2 | -1.2 | -0.8 | -15.8
> COc1cc(/C=N/NP(=S)(c2ccccc2)c2ccccc2)ccc1O
 : -0.7 | 24.4 | -5.9 | -2.3 | 1.4 | 2.7 | -2.6 | 0.4 | -5.5
> CN(C)c1ccc(/C=C/C=C/c2sc3ccccc3[n+]2C)cc1
 : nt | 48.1 | -133.7 | -4.2 | 98.9* | 78.9* | -3.7 | -0.8 | -20.1
> CNC(=S)N/N=C1\C2CN3CCN(C2)CC1(c1ccccc1)C3
 : -0.5 | 2.1 | -8.9 | -3.8 | 1.8 | 7.1 | -0.1 | 0.5 | -3.7
> CC1CN=C(Nc2cccc3ccccc23)S1 (configuration not stated)
 : 5.3 | -35.8 | 2.3 | -18.4 | 1.0 | 5.5 | -9.0 | 0.7 | -16.6
> Cc1ccc(-n2cc(CNC(C)Cc3cnccn3)c(-c3cccc(C)c3)n2)cc1 (configuration not stated)
 : 9.8 | 35.1 | -4.2 | -33.4 | 1.4 | 6.8 | -31.9 | -0.1 | -4.3
> CCOC(=O)N(CC)c1ccc(C(O)(C(=O)OCC)C(F)(F)F)cc1 (configuration not stated)
 : 3.3 | 20.9 | -7.4 | 3.2 | 2.2 | 5.4 | -2.2 | 1.0 | -15.9
> O=P1(NCCCn2cc[n+](Cc3nc4ccccc4[nH]3)c2)C=C(c2ccccc2)OC(c2ccccc2)=C1
 : nt | 0.3 | -25.6 | 13.6 | -0.9 | -7.4 | 28.7 | 0.2 | -0.5
> CCC(NC(=O)OC(C)(C)C)C(=O)Oc1cc(C)cc2oc(=O)c3c(c12)CCC3 (configuration not stated)
 : 1.8 | 40.1 | -5.3 | -24.8 | 2.6 | 0.6 | -14.6 | 0.3 | -11.8
> CCOc1ccc(NC(=O)c2c(C)nn(Cc3ccccc3)c2Cl)cc1
 : -0.7 | 15.8 | -5.9 | 7.8 | -2.2 | 4.3 | 14.5 | -0.1 | -1.2
> c1cc(C2N3CCCN2CC3)ccn1 (configuration not stated)
 : nt | -3.6 | -5.6 | 14.5 | 1.1 | -5.3 | 10.1 | 0.8 | -3.8
> CCC1CCCCN1CC(=O)c1ccc(OC(F)F)cc1 (configuration not stated)
 : -3.6 | -27.0 | -2.4 | -0.8 | -3.8 | 0.8 | -11.2 | 7.6 | -0.9
> O=c1[nH]c(CN2CCNCC2)nc2ccccc12
 : -0.5 | 98.0* | -11.4 | 8.0 | -3.0 | -2.6 | 8.0 | -1.9 | -9.4
> CCN1CCN(C(=O)COc2ccc3c(c2)C(=O)CC2(CCN(C(C)=O)CC2)O3)CC1
 : 5.8 | 30.6 | -13.3 | 8.1 | 0.8 | 2.1 | 18.5 | 2.8 | 2.3
> CCC(=NCCCN(CC)CC)c1c(O)n(-c2ccccc2)c(=O)[nH]c1=O
 : 1.0 | 1.4 | -13.2 | -14.2 | 5.3 | 1.5 | -12.8 | -2.7 | 9.2
> CCC1CCCCN1P(=O)(c1ccc(C)o1)C(C)(C)C (configuration not stated)
 : 12.4 | -6.3 | 3.9 | 9.4 | 2.1 | 3.9 | 5.5 | 0.3 | -16.4

Next section:
The line under a structure holds: NPY-Y1 antag | CHOP inhibitor | NCF1 inh | NPY2 pot ag | Ba/F3 V617F tox | BaF3 parental | NPY1 pot ag | S1P4 agonist | S1P4 antag
> CCOC(=O)c1c(-n2c(C)cc(C=C3C(=O)NC(=O)NC3=O)c2C)sc2c1CCCC2
 : -13.3 | 96.2* | -43.2 | 10.3 | -1.4 | 3.8 | 39.4* | 12.3* | 0.5
> C1=C(c2c[nH]c3ccccc23)CCNC1
 : 0.1 | 76.5* | -30.3 | 12.4 | -1.4 | 1.2 | 7.9 | -0.5 | -6.1
> CN(C)c1ccc(/C=C/[N+](=O)[O-])cc1
 : -4.5 | -74.0 | 43.0* | -6.9 | 0.6 | 7.3 | -12.7 | 1.2 | 9.9
> CCC(C)NC(=O)c1c(N)n(CC2CCCO2)c2nc3ccccc3nc12 (configuration not stated)
 : 0.2 | 96.4* | -21.0 | -2.3 | -4.8 | 0.7 | 11.8 | 1.1 | -8.9
> C=CCn1c(O)c(C(C)=NCCN2CCN(C(=S)NC)CC2)c(=O)[nH]c1=O
 : nt | 3.5 | -4.2 | 4.1 | -1.2 | -4.1 | -13.8 | 0.0 | -4.7
> Cc1ccc(/C=C2\C(=O)NC(=O)N(CC3CCCO3)C2=O)s1 (configuration not stated)
 : nt | -0.4 | -7.8 | -3.1 | -0.5 | -0.3 | 9.1 | 0.7 | -3.0
